SR-BI DiI-HDL act: activators of SR-BI mediated DiI-HDL uptake, primary screen, ldlA[mSR-BI] CHO cells, DiI fluorescence. 0.096% of 320,000 active. activation, % at 12.5 µM. AID 504775, 2011. 3 h; 100 = double the neutral-control signal;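 active means mean replicate activation of at least 60% and every replicate at or above 60%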;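 further: 0% = median plate neutral-control signal and 100% = twice that signal; values of inactives mirror those of a sister screen read the other way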
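System: CHO ldlA[mSR-BI] cells / Medium: HEPES-buffered (25 mM, pH 7.4) F12 plus 0.5% BSA / Probe or stimulus: labelled HDL, 10 µg/mL / Doses: single compound concentration, delivered by pin transfer / Schedule: 3 h, 37 °C / Measured by: DiI fluorescence, bottom read / Measure: cell-associated DiI fluorescence as measure of HDL uptake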
phage Ecoli inh: growth loss of phage-infected E. coli, primary screen, RecBCD inhibitor project, absorbance, with phage, HTS; 0.26% of 360,000 active; inhibition, % at 11.9 µM; AID 651602, 2012; in the data active means inhibition above about 11%
Ecoli viability: E. coli V3065 growth inhibition, primary screen, counter-screen for AddAB inhibitor project, absorbance, OD600; 0.27% of 330,000 active; AID 449728, 2010; inhibition, % at 11.9 µM; 18 h;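 active means inhibition above the campaign's mean inhibition across all tested compounds plus 3 SD, cut at about 9.9% in these data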;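 further: uninfected addAB+ strain grown without phage in ampicillin broth; 0% = DMSO wells and 100% = ciprofloxacin 0.95 µg/ml wells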
CAL PDZ FP-1: untagged CAL PDZ binding inhibitors, primary screen, biochemical, fluorescence polarization, HTS. inhibition, % at 24.9 µM. 0.92% of 300,000 active. AID 602252, 2012. purified CAL PDZ, TMR-peptide fluorescence polarization, 1 h;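 active means mean inhibition of at least 30% with at least half of replicates also reaching 30%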;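 further: 0% = DMSO neutral control and 100% = excess unlabeled competitor peptide PRC23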
Tat export inh: E. coli Tat export inhibitors, primary screen, MC4100, TorA-mCherry reporter, fluorescence, single point. inhibition, % at 10 µM. 0.036% of 340,000 active. AID 488895, 2010;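 active means mean replicate inhibition at least 50% and at least half of replicates individually reaching 50%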;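 further: exported cargo escapes ClpAP degradation while cytoplasmic cargo is degraded and loses fluorescence; 0% = median of neutral control wells and 100% = median of NaSCN control wells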
MITF act: activators of MITF-driven TRPM1 promoter reporter, primary screen, cell-based, SK-MEL-5, luciferase, single point; AID 588334, 2011; activation, % at 12.5 µM; SK-MEL-5 TRPM1-promoter luciferase, 24 h; % of positive control, neutral wells = 0; 0.75% of 300,000 active;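 active means mean activation of at least 80% with every replicate also reaching 80%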;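 further: 0% = neutral control wells and 100% = parthenolide positive control wells; values of inactives mirror those of a sister screen read the other way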
AddAB inh: growth inhibition of E. coli expressing H. pylori AddAB, primary screen, AddAB inhibitor project, absorbance | 0.29% of 330,000 active | inhibition, % at 11.9 µM; in the data active means inhibition above about 12%;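 further: 0% = vehicle wells of infected cells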
Wnt bcat act: Wnt/beta-catenin pathway activators, primary screen, cell-based, plate reader, single point. Wnt/beta-catenin reporter cell assay, activator. activation, % at 9.35 µM. 1.2% of 300,000 active. AID 743398, 2014; in the data active means activation above about 30%, passing the limit was not always enough;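 further: 0% = neutral control wells and 100% = positive control wells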
SR-BI HDL uptake: inhibitors of SR-BI mediated HDL lipid uptake, primary screen, ldlA[mSR-BI] cells, fluorescence, single point; ldlA[mSR-BI] CHO cells, DiI-HDL uptake fluorescence, 3 h; 0.96% of 320,000 active; Scavenger receptor class B member 1 (Mus musculus), Q61009; inhibition, % at 12.5 µM;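 active means mean replicate inhibition of at least 70% and a set share of replicates each scoring 70 or more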;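 further: 0% = median of neutral control wells and 100% = median of positive control wells; values of inactives mirror those of a sister screen read the other way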
Target sequence (Q61009 whole entry, looked up): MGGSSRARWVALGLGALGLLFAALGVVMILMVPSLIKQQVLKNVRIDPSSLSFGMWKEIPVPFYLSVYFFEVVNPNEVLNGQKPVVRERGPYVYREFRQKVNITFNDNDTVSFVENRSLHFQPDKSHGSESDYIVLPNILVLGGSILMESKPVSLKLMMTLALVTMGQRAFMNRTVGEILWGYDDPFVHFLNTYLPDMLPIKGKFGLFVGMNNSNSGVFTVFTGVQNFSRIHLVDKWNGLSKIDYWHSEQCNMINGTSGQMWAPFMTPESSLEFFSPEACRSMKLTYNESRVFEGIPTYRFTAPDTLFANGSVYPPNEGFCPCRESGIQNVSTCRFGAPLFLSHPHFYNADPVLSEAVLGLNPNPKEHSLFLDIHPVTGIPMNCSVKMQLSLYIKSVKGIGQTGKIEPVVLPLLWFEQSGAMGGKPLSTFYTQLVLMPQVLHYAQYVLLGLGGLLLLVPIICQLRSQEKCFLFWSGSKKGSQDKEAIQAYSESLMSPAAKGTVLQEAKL
CAL PDZ FP-2: CAL PDZ peptide-binding inhibitors, primary screen, biochemical, fluorescence polarization, Cer-tagged CAL PDZ, HTS; purified CAL PDZ, TMR-peptide fluorescence polarization, 1 h; AID 504414, 2011; 0.02% of 330,000 active; Golgi-associated PDZ and coiled-coil motif-containing protein (Homo sapiens), Q9HD26; inhibition, % at 20 µM;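 active means highest replicate inhibition of at least 40%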;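 further: plate controls were DMSO neutral control wells for no effect and unlabeled competitor peptide control wells for full effect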
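Test system: tagged CAL PDZ domain / Buffer or medium: sodium phosphate/NaCl buffer pH 7.4 with TCEP, IgG, Thesit / Reagent: TMR-labelled reporter peptide T*-PRC34 bound in PDZ groove / Compound dosing: single point, 20 µM / Schedule: 1 h incubation at room temperature before polarization reading / Technique: fluorescence polarization (mP) / Benchmarks: unlabelled peptide, DMSO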
Starred values were filed as active, the others as inactive; / = no result given; & = joins results of further samples.

SMILES	SR-BI DiI-HDL act	phage Ecoli inh	Ecoli viability	CAL PDZ FP-1	Tat export inh	MITF act	AddAB inh	Wnt bcat act	SR-BI HDL uptake	CAL PDZ FP-2
CCOc1ccc(C(=O)NCC(=O)OC2CCOC2=O)cc1OCC (centres undefined)	37	0.2	-0.1	-4	-5	-11	1.2	/	-37	-6.5
COCCNC(=O)CCSCc1ccccc1F	8	0.3	1.2	-5	0	-9	3.0	/	-8	-0.8
CCOc1ccc(OCC)c(C2C(C#N)=C(N)N(c3cccnc3)C3=C2C(=O)CC(C)(C)C3)c1 (centres undefined)	4	-2.2	-1.6	-4	15	-5	-4.3	-6	-4	-3.5
CCOc1cc(/C=N\Nc2ccc([N+](=O)[O-])cc2)ccc1OCC(=O)Nc1ccc(C)c(C)c1	-44	2.7	-0.8	0	-1	-1	0.1	-4	44	0.5
COc1ccc(CCNS(=O)(=O)c2ccc(C(=O)NCc3ccco3)cc2)cc1OC	-16	-1.0	0.4	-1	-3	-6	1.8	/	16	-2.3
C/C(=N\n1c(C)nc2ccccc2c1=O)c1ccc(N)cc1	/	2.5	-1.1	/	/	/	-1.5	3	/	/
CC1(C)Oc2cc3oc(-c4cc(O)cc(O)c4)cc3cc2CC1O (centres undefined)	7	2.6	0.0	6	7	-50	2.0	-18	-7	0.0
CCC1Nc2ncnc(N3CCN(c4ccccc4)CC3)c2N(Cc2ccc(Cl)cc2)C1=O (centres undefined)	13	0.6	-2.4	-3	2	-1	2.3	0	-13	-1.4
CCCNc1nc2ccccc2c(=O)[nH]1	8	4.2	-1.8	7	-7	-10	-1.8	-1	-8	-0.8
Cc1cccc(C(=O)NC(=S)N2CCN(C(=S)NC(=O)c3cccc(C)c3)CC2)c1	2	-0.4	-2.2	0	-4	-4	-0.9	0	-2	-0.8
Fc1ccc(C2=Nn3c(nnc3-c3ccco3)SC2)cc1	7	1.6	-0.6	-4	11	0	-0.2	-2	-7	0.1
COc1ccc(NC2CCCN(C(=O)CCCn3cncn3)C2)cc1 (centres undefined)	-3	2.2	-2.4	1	-13	-12	0.4	1	3	-1.7
Cc1cccc(N2CCN(C(=O)COc3cccc4c3OC(C)(C)C4)CC2)c1C	-53	3.2	0.6	-4	11	-3	-0.2	-4	53	-2.1
CCOC(=O)/C(=C/c1c2ccccc2cc2ccccc12)NC(=O)c1ccccc1	-14	-1.1	2.5	-4	4	-1	2.4	/	14	1.2
Cc1cc(-c2ccc(Cl)cc2)n2nc(N)nc2n1	2	1.6	0.5	0	3	1	-0.2	/	-2	-0.5
CN(CCCOc1ccccc1Br)Cc1ccccc1	16	5.4	-0.8	-3	-2	14	0.2	-4	-16	-1.6
CC(OC(=O)c1cc2sccc2n1C)C(=O)NCc1cccs1 (centres undefined)	-9	0.0	1.4	1	5	7	0.0	/	9	0.7
Nc1[nH]nc2nc(N3CCOCC3)nc(-c3ccccc3)c12	7	4.8	0.6	0	-5	/	0.7	/	-7	/
Cc1cccc(/C=C2\CCC(C3CCCC3)C2=O)c1 (centres undefined)	5	1.7	0.7	-5	-9	49	3.8	12	-5	-1.5
Cc1ccc(-n2c(-c3c(-c4ccccc4)noc3C)n[nH]c2=S)cc1	8	2.5	-1.3	/	0	9	2.5	/	-8	-1.6
C/C(=N\NC(=O)CNc1cccc2ccccc12)c1ccc(Br)s1	-42	1.9	0.9	3	0	-17	-2.2	13	42	0.6
CC1(C)CC2(CCCN(CC(O)(c3ccccc3)c3ccccc3)C2)CCO1 (centres undefined)	31	-3.2	0.8	86*	-2	-1	-0.9	3	-31	-0.4
Cc1cc(C(=O)OCC(=O)NCc2ccco2)c(C)o1	7	2.1	1.3	-1	-12	-5	0.6	-2	-7	-1.6
CC1(C)Cc2ccccc2-c2nc(-c3ccccc3)oc(=O)c21	-24	0.6	-0.2	1	7	14	2.8	-5	24	-2.5
O=C(NCc1ccccc1Cl)[C@@H]1CCCN1S(=O)(=O)c1ccc(Cl)cc1	-2	4.0	0.4	-2	16	-6	-0.4	-4	2	-0.7

Three compounds already listed, sorted by the value under CAL PDZ FP-2, lowest first.
molecule	SR-BI DiI-HDL act	phage Ecoli inh	CAL PDZ FP-1	Tat export inh	MITF act	Wnt bcat act	SR-BI HDL uptake	CAL PDZ FP-2
CCOc1ccc(C(=O)NCC(=O)OC2CCOC2=O)cc1OCC (centres undefined)	37	0.2	-4	-5	-11	/	-37	-6.5
Cc1cccc(/C=C2\CCC(C3CCCC3)C2=O)c1 (centres undefined)	5	1.7	-5	-9	49	12	-5	-1.5
Cc1cc(-c2ccc(Cl)cc2)n2nc(N)nc2n1	2	1.6	0	3	1	/	-2	-0.5

Next part
SMILES	SR-BI DiI-HDL act	phage Ecoli inh	Ecoli viability	CAL PDZ FP-1	Tat export inh	MITF act	AddAB inh	Wnt bcat act	SR-BI HDL uptake	CAL PDZ FP-2
Cc1ccn(CC(=O)N2N=C(C(F)F)CC2(O)C(F)F)n1 (centres undefined)	23	0.3	1.7	25	-2	2	3.2	-3	-23	-0.8
Cc1ccc(OCC(=O)N2CCCCC2C)c([N+](=O)[O-])n1 (centres undefined)	-16	0.6	-1.3	-5	-2	/	2.2	-1	16	0.6
Cc1cccc(NC2=CC(=O)CC(C)(C)C2)c1C	15	2.0	-0.3	0	-1	-2	0.8	-2	-15	2.5
COc1cc(CO)cc(-c2cc(CO)cc(OC)c2OC)c1OC	20	3.5	2.6	0	-1	12	-0.6	/	-20	-0.5
COC(=O)C1=NN(C(C)(C)CC(C)=O)C2C(=O)N(C3CCCCC3)C(=O)C12 (centres undefined)	/	2.8	-2.8	-5	-5	-4	3.0	-2	/	-0.4
O=c1[nH]c(=O)n([C@H]2C[C@H](O)[C@@H](CO)O2)cc1F	11	87*	84*	-4	45	-23	100*	-21&-16	-5	-0.5
O=C(CCN1CCCCC1)N/N=C/c1ccc(Br)cc1	0	1.1	-1.5	-1	16	8	4.7	/	0	1.1
CC(C)n1ncc2c(C(=O)Nc3ccc(S(N)(=O)=O)cc3)cc(C3CC3)nc21	/	2.8	-1.9	-7	0	-8	0.9	-6	40	-2.4
CCOC(=O)c1c(OCC)[nH]c2c1cc(O)c1ccccc12	-5	1.2	2.8	-2	4	-14	3.9	-2	5	1.7
COc1cc2c(cc1OC)C(c1ccccc1)N(C(=O)c1ccccc1F)CC2 (centres undefined)	7	-1.2	-1.8	-3	-9	-5	-1.6	2	-7	-1.3
CC(C)(C)c1ccc(C(=O)N2CCC(C(=O)NCc3ccco3)CC2)cc1	3	1.9	1.1	-4	7	-10	-0.3	2	-3	0.4
COc1ccc(NC(=O)C2CCC2)cc1S(=O)(=O)Nc1cc(C)ccc1Br	5	3.5	0.7	-1	-2	-12	1.6	2	-5	-1.1
Cc1ccsc1/C=N/NC(=O)Cc1cc(=O)[nH][nH]1	/	0.4	-0.7	6	-4	14	-0.6	-3	/	-0.3
COc1ccccc1C(=O)Nc1ccc(S(=O)(=O)Nc2cnc3ccccc3n2)cc1	13	3.1	0.8	-1	3	3	2.4	-1	-13	-0.8
CCc1cc(CNC(=O)C2CCC(=O)N(CCc3ccc(OC)cc3)C2)on1 (centres undefined)	10	1.0	-0.1	-8	3	-1	1.8	0	-10	0.1
O=[N+]([O-])c1ccccc1N(S(=O)(=O)c1ccccc1)S(=O)(=O)c1ccccc1	15	1.2	/	/	-2	3	/	-3	-15	-0.1
Cc1c(C(=O)OCC(=O)N2CC(C)OC(C)C2)oc2ccc(Br)cc12 (centres undefined)	-44	0.8	1.5	-1	0	-7	0.9	/	44	-4.2
CNc1ncc(C(=O)c2ccc(F)cc2)s1	-5	4.4	1.1	3	-1	56	2.4	9	5	-0.4
O=C(NCc1cccnc1)c1ccc(Cl)cc1[N+](=O)[O-]	16	4.7	2.3	-2	-4	-6	1.7	-9	-16	-1.2
Cc1ccc(NC(=O)CSc2nc(=O)n(CCCN3CCOCC3)c3c2CCCC3)c(C)c1	6	1.2	0.0	3	2	4	-0.7	-3	-6	-1.6
COC(=O)c1ccccc1NC(=O)CN1CCC(n2nnc3cc(F)ccc32)CC1	-5	2.5	-0.8	-3	1	/	2.6	3	5	-2.6
NC(=O)C1CCCN(C(=O)CN2C(=O)NC(c3ccccc3)(c3ccccc3)C2=O)C1 (centres undefined)	-3	2.5	/	/	4	1	/	-1	3	0.2
Nc1ccc(S(=O)(=O)Nc2ccc(S(N)(=O)=O)cc2)cc1	-5	4.4	8.3	-1	-5	6	7.4	/	5	0.5
COc1ccc(C2(C(=O)Nc3ccc(OC)cc3OC)CCCC2)cc1	-27	1.1	0.7	-5	3	-8	2.6	-2	27	-0.6
CCCCNCCOCCOc1ccc(C)cc1[N+](=O)[O-]	33	4.0	2.0	-1	-5	/	6.3	-3	-33	-2.0

The list goes on:
SMILES	SR-BI DiI-HDL act	phage Ecoli inh	Ecoli viability	CAL PDZ FP-1	Tat export inh	MITF act	AddAB inh	Wnt bcat act	SR-BI HDL uptake	CAL PDZ FP-2
O=C1CCCN1CCC1CCN(C2CC(=O)N(c3ccc(F)cc3)C2=O)CC1 (centres undefined)	19	-0.6	0.6	-1	0	-4	2.3	/	-19	-3.5
CCc1c(-c2ccccc2)nc(N)c(C#N)c1-c1cccs1	6	4.0	0.6	/	-7	5	3.4	/	-6	-1.1
Cc1ccccc1OCC(O)CN1CCN(CCN2C(=O)c3cccc4cccc(c34)C2=O)CC1 (centres undefined)	-44	1.2	0.3	-13	4	-2	3.7	5	44	-5.0
COc1cc(C(=O)OCC(=O)c2c(N)n(C)c(=O)n(C)c2=O)ccc1OCCC(C)C	-43	2.4	0.4	26	-4	-4	0.9	-4	43	-1.4
CC(=O)N1CCN(c2ccc([N+](=O)[O-])c(NCc3cccnc3)c2)CC1	-10	3.8	-0.5	-3	10	2	0.9	2	10	-2.4
Cc1cccc(N(C(=O)Cn2nnc(-c3ccccc3F)n2)C(C(=O)NC(C)(C)C)c2ccncc2)c1 (centres undefined)	6	4.0	2.4	-2	-8	-17	3.6	0	-6	0.2
COc1cccc(-c2nnc(SCc3nc4ccccc4[nH]3)n2N)c1	1	3.1	-0.5	-4	12	-3	4.6	/	-1	-0.7
CCCc1ccc2oc(C(=O)N(Cc3nccn3C)C(C)C)c(C)c2c1	/	-3.4	-3.0	-4	13	22	1.7	7	-22	-3.5
O=C(Nc1cccc2c1CCCC2)C1CCN(c2nnnn2-c2ccccc2)CC1	-33	1.9	-1.9	3	-4	/	-1.2	/	33	-0.7
CCCSc1nc2c(c(=O)n1-c1ccc(OCC)cc1)SCC2	-29	2.4	-4.7	-1	-4	/	-0.7	-4	29	/

High-throughput results as filed in PubChem BioAssay.
